# Screening data: PubChem, National Center for Advancing Translational Sciences (NCATS)
# L3MBTL1 block = L3MBTL1 (human) inhibition. AlphaScreen L3MBTL1–H3K9me1 peptide binding. Potency, µM (series often up to 57.1 µM), for the others: at the top dose activity, negative = inhibition, hits mostly inhibitors. actives 0.66% (n = 230,000); also: nearly all actives have a fitted effect of over 60% in size
#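 L3MBTL1 (50 nM) pre-complexed 30 min with biotinylated H3(1-15)K9me1 peptide (75 nM), then compounds added for 30 min at room temperature; AlphaScreen streptavidin donor/nickel chelate acceptor beads (10 ug/mL final) read after 30 min dark incubation.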
# KDM4E inh = JMJD2E (human) inhibition; B2RXH2; JMJD2E catalytic domain, FDH-coupled NADH fluorescence (FDH is formaldehyde dehydrogenase); Potency, µM (top dose mostly 57.1 µM), inactives show at the highest dose activity change, negative = inhibition, actives largely listed as inhibitors; actives 1.6% (n = 230,000); AID 2147; active = well fitted inhibition curve with a large enough effect, not every such curve was filed as active; inconclusive = small, poorly fitted or top-dose-only effect, or another doubt; inactive = no such curve, though single readings can be large or run the other way;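 also: 0% = wells with enzyme and -100% = buffer wells without enzyme; nearly all actives have a fitted effect of over 50% in size; many of its hits are not listed in these tables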
# TRb SRC2 PPI = disrupts binding of human TR beta to SRC2; TRbeta-SRC2 peptide binding, fluorescence polarization; receptor liganded with 1 µM T3; AID 1469; P10828; actives 0.065% (n = 280,000); Potency, µM (top dose mostly 106 µM), inactives show at the top dose activity change, negative = inhibition, actives largely listed as inhibitors;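 also: plate controls were bound peptide for no effect and peptide without receptor for full effect; nearly all actives have a fitted effect of over 50% in size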
#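 Fluorescence polarization of 20 nM Texas Red SRC2 peptide with 0.6 uM human TRb ligand-binding domain, in Tris buffer with 1uM T3 and 5% DMSO. Incubated 5 hr ambient; normalized to unbound and bound controls.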
# TexasRed fluor = Texas Red fluorescence interference in TRb-SRC2 counter-screen; TRb/SRC2 Texas Red total fluorescence interference; Potency, µM (series often up to 106 µM), for the others: at the highest dose fluorescence change, negative = quenching; actives 0.29% (n = 280,000); AID 1479; active = well fitted curve in either direction with a large enough effect; inconclusive = small, poorly fitted or top-dose-only effect
#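 Human TRb ligand-binding domain at 0.6 uM with 20 nM Texas Red SRC2 peptide in Tris buffer containing 1 uM T3 and 5% DMSO, incubated with compound 5 h at ambient temperature. Total fluorescence (555/632 nm) calculated as parallel + 2 × perpendicular.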
# Tau fibril FP = inhibitors of human tau fibril formation; AID 1468; Potency, µM (highest dose often 57.7 µM), without a hit: at the top dose activity, negative = inhibition, hits mostly inhibitors; actives 0.39% (n = 280,000); P10636; K18 P301L tau heparin fibrillization, Alexa594 FP, 6 h; also: nearly all actives have a fitted effect of over 55% in size
# Target sequence (P10636 561-689 P618L limits assumed): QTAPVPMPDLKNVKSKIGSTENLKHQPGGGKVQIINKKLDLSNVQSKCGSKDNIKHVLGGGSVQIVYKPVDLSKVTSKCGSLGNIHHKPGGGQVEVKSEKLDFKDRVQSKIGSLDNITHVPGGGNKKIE
#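 Steps: dispense K18 P301L tau (15 uM plus 0.24 uM Alexa 594 tracer, final) in pH 7 sodium acetate; add compound; add heparin (20 uM final); incubate 6 hr, 37 C; add ThT (30 uM final); after 1 hr ambient, read FP.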
# RECQ1 inh = RECQ1 (human) helicase inhibition. P46063. RECQ1 DNA unwinding, red fluorescence kinetic read. Potency, µM (highest dose often 57.3 µM), for inactives: at the top dose activity, negative = inhibition, actives largely listed as inhibitors. actives 0.54% (n = 240,000). AID 2549;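 also: plate controls were vehicle for no effect and no enzyme for full effect; nearly all actives have a fitted effect of over 30% in size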
# Target sequence (P46063 whole entry, looked up): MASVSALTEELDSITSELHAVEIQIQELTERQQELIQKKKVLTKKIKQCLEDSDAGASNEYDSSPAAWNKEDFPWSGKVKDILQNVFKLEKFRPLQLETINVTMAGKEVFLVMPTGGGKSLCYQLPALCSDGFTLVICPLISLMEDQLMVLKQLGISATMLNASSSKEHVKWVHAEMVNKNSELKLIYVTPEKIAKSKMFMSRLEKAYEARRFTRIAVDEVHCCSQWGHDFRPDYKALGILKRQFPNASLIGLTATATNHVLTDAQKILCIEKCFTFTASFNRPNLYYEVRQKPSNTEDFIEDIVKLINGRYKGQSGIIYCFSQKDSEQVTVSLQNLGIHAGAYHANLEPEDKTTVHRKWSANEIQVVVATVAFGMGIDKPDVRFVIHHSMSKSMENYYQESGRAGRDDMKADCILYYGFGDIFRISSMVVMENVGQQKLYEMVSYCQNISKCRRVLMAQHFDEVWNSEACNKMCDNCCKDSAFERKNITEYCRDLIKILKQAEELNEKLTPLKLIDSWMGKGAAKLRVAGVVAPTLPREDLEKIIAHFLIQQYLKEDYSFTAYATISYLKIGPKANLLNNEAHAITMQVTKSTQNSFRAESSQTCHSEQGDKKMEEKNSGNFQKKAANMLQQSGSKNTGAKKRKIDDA
#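 RECQ1T1 50 nM; forked duplex (20 bp + 30-nt ss tails) 200 nM, ATP 2 mM final; pH 8.0, 2 mM MgCl2, 2.5 ug/ml poly(dI-dC); 15 min compound preincubation; discontinuous kinetic read over 2 h at RT.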
# Tau ThT inhib = inhibitors of human tau fibril formation, thioflavin T binding. P10636. recombinant tau K18 P301L, heparin-induced fibrillization, ThT fluorescence. Potency, µM (titrated, usually from 57.4 µM), inactives show top-dose activity, negative = inhibition, hits mostly inhibitors. actives 2.1% (n = 270,000). AID 1460; also: nearly all actives have a fitted effect of over 55% in size
#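 ThT emission at 510 nm, taken 1 hr after adding 30 uM dye, quantifies aggregates formed when 20 uM heparin acts on human tau K18 P301L for 6 hr at 37 C.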
# GoLoco inh red = blocks human Gai1 binding to RGS12 GoLoco peptide, red readout; Gai1:RGS12 GoLoco peptide FP, rhodamine, 10 min; Potency, µM (titrated, usually from 61.6 µM), for inactives: at the highest dose activity, negative = inhibition, actives largely listed as inhibitors; actives 0.44% (n = 230,000); active = well fitted inhibition curve with a large enough effect, not every such curve was filed as active; inactive = no such curve, though single readings can be large or run the other way; also: nearly all actives have a fitted effect of over 30% in size; many of its hits are not listed in these tables
# * = called active by the depositor; i = inactive; ? = inconclusive; . = no result given; & = joins results of further samples; [ ] = another dose, or the depositor's remark. Unless noted, calls follow the shape of the dose curve; as a rule, active = well fitted curve in the direction sought with a large enough effect; inconclusive = small, poorly fitted or top-dose-only effect, or another doubt; inactive = no such curve, though single readings can be large; an effect the other way counts as inactive or inconclusive. Unless noted, % is scaled to controls: 0 for no effect and ±100 for the full control effect; potency is read from the fitted curve at half-maximal effect. Only part of the results is shown, so the mix of outcomes need not match the whole.
canonical_smiles,L3MBTL1 block,KDM4E inh,TRb SRC2 PPI,TexasRed fluor,Tau fibril FP,RECQ1 inh,Tau ThT inhib,GoLoco inh red
Cc1ccc(-n2nnnc2SCC(=O)c2cc(C)n(CC3CCCO3)c2C)cc1 (centres undefined),4%,7%,-4%,-4%,-2%,i,7%,9%
COC(=O)c1ccccc1NC(=O)C(C)c1ccc([N+](=O)[O-])cc1 (centres undefined),-11%,1%,-7%,-5%,1%,-8%,-9%,14%
CCC(C(=O)Nc1cc(F)ccc1F)n1nc(C)c2c(C)n(-c3ccc(C)cc3)nc2c1=O (centres undefined),.,.,5%,-1%,8%,.,-4%,.
O=C(N/N=C/c1ccncc1)NC1CCCCC1,0%,-1%,-2%,-2%,5%,-7%,-1%,3%
COc1ccc2nc(NC(=O)CSc3nnc(C)n3N)sc2c1,9%,6%,5%,0%,-3%,-8%,?,10%
Cc1ccc(C)c(Cc2c(C)nc3c(C(=O)N4CCOCC4)cnn3c2C)c1,49%[activator],?,-9%,-9%,8%,-13%,2%,20%
CCOC(=O)c1c(C)nc2sc(C(=O)Nc3ccc(OC)cc3)c(N)c2c1-c1ccc(OC)cc1,.,1%,-5%,-1%,16%,-9%,?,1%
O=C(Nc1nc(-c2ccccn2)cs1)c1cc(Cl)ccc1[N+](=O)[O-],10µM*,?,-1%,-6%,4%,-3%,?,9%
CC(C)(C)Nc1oc(-c2ccccc2)nc1-c1ccc(C(F)(F)F)cc1,.,2%,11%,-2%,0%,1%,-2%,1%
Cc1ccc(-n2c3nc(=O)n(C)c(=O)c-3cc3c(Cl)cccc32)c(C)c1,.,.,4%,1%,-6%,.,-7%,.
CCS(=O)(=O)N1CCN(c2cnn(-c3ccccc3)c(=O)c2Cl)CC1,4%,-5%,-7%,0%,-5%,7%,?,-1%
CCCCCCCCCCCCCCCCn1cc[n+](C)c1,27%,6%&5%,4%&1%,1%&-2%,11%&-5%,-11%,?,-1%&5%
Cc1ccc(NC2=Nc3ccccc3N3C2=Nc2c(c(C)nn2-c2ccccc2)C3c2ccc(O)c(O)c2)cc1 (centres undefined),6%,28µM*,-1%,2%,-3%,32µM*,-12%,1%
Cc1ccc(CNC(=O)C(C)OC(=O)c2cccs2)cc1 (centres undefined),3%,-7%,1%,0%,7%,-9%,0%,8%
O=C(C1=C[C@H](C2CCCCC2)C[C@H](OCCCCO)O1)N1CCN(Cc2ccccc2)CC1,-5%,-6%,-11%,0%,4%,-2%,?,-3%
CC(=O)N1CCCc2cc(S(=O)(=O)NCc3cccc(C)c3)ccc21,.,.,-4%,1%,-2%,.,-8%,.
Cc1ccc(C(=O)N(c2ccccn2)C(C)c2ccco2)cc1C (centres undefined),.,0%,7%,-1%,-3%,-15%,-9%,-11%
CCOC(=O)C1C(=O)OC(C)(C)C1C(C)C(=O)c1ccc(C)cc1 (centres undefined),.,4%,0%,0%,-12%,-4%,-3%,5%
COc1ccc(N(C(=O)C2CCCCC2)S(=O)(=O)c2cccc3cccnc23)cc1,-5%,1%,-2%,-7%,-12%,-11%,-14%,5%
O=C1CN(C(=O)CN2CCOCC2)C(c2ccccc2)c2cc(Br)ccc2N1 (centres undefined),.,-4%,-4%,0%,-4%,-10%,-2%,-5%
CCOC(=O)Cc1ccc(NC(=O)N2CCc3c(sc4c3CCCC4)C2c2ccc(F)cc2)cc1 (centres undefined),.,.,-6%,-2%,-8%,.,-5%,.
Cn1cc(C(=O)N2CCN(c3ccccc3)CC2)c(=O)c2cc(S(=O)(=O)N3CCCC3)ccc21,.,.,4%,0%,0%,.,-1%,.
N#Cc1ccc(-c2ccc(OCC(O)CN3CCOCC3)cc2)cc1 (centres undefined),-1%,?,-1%,-2%,1%,i,-8%,58%[activator]
Cc1ccc(S(=O)(=O)N2CCN(C(=O)c3cc4c(C)nn(-c5ccccc5C)c4s3)CC2)cc1,-4%,1%,6%,0%,0%,-16%,-8%,4%
COC(=O)[C@H](Cc1ccccc1)NC(=O)N1CCN(c2ccccc2)CC1,-1%,-1%,-6%,-2%,1%,i,-5%,-12%
CCn1c(=O)cc(SCC(=O)NCc2ccc3c(c2)OCO3)c2ccccc21,0%,1%,-1%,-1%,-1%,-3%,-6%,5%
CCC(Sc1ncnc2sc3c(c12)CCCC3)C(=O)OC(C)C (centres undefined),.,.,2%,-4%,-10%,.,-19%,.
Cc1ccsc1/C=C(\C#N)C(=O)NCc1cccnc1,-3%,14%,2%,-2%,11%,1%,-1%,6%
CCCC(=O)N(CCN(Cc1ccccc1)C(=O)CCC)Cc1ccccc1,3%,-3%,-19%,2%,4%,-12%,-10%,-7%
COc1ccc(C2CC(=O)N(CC(=O)Nc3ccc(C(C)=O)cc3)c3ccccc3S2)cc1OC (centres undefined),.,.,-1%,5%,1%,.,-19%,.

# Looked up one by one from the list above (two):
canonical_smiles,L3MBTL1 block,KDM4E inh,TRb SRC2 PPI,TexasRed fluor,Tau fibril FP,RECQ1 inh,Tau ThT inhib,GoLoco inh red
O=C(C1=C[C@H](C2CCCCC2)C[C@H](OCCCCO)O1)N1CCN(Cc2ccccc2)CC1,-5%,-6%,-11%,0%,4%,-2%,?,-3%
Cc1ccc(C)c(Cc2c(C)nc3c(C(=O)N4CCOCC4)cnn3c2C)c1,49%[activator],?,-9%,-9%,8%,-13%,2%,20%

# Other entries follow:
canonical_smiles,L3MBTL1 block,KDM4E inh,TRb SRC2 PPI,TexasRed fluor,Tau fibril FP,RECQ1 inh,Tau ThT inhib,GoLoco inh red
O=C(NCCCN1CCN(c2cccc(Cl)c2)CC1)c1cnn(-c2ccc(F)cc2)c1-n1cccc1,.,.,-3%,-1%,2%,.,?,.
CCOC(=O)CCC(=O)N1CCOCCOCCOCC1,.,4%,-8%,2%,1%,i,-11%,-6%
O=C(c1ccccc1)n1c(=S)nc2ccccn21,5%,4%,3%,1%,?,-5%,?,.
Cc1cnc([N+](=O)[O-])n1CCOC(=O)NC(=O)c1ccccc1,.,6%,-2%,-2%,8%,3%,-6%,1%
CN1C(=O)c2cccc3c(S(=O)(=O)Nc4cccc(C(=O)O)c4)ccc1c23,.,.,-2%,-2%,4%,.,2%,.
O=C(NCc1ccco1)c1nc2c(nnn2Cc2ccccc2Cl)c(=O)[nH]1,6%,14%,-10%,-3%,-8%,1%,0%,5%
Cc1ccc(NC(=O)/C(=C\c2cccs2)NC(=O)c2ccccc2)cc1,-9%,-5%,6%,0%,10%,8%,-9%,10%
O=C(c1cccc(S(=O)(=O)Nc2cccc(C(F)(F)F)c2)c1)N1CCCCC1,7%,-10%,-8%,0%,13%,0%,10%,.
Clc1ccc2[nH]cc(-c3nnnn3-c3ccc4ccccc4c3)c2c1,1%,16%,-6%,-1%,?,-10%,9%,6%
CC(C)n1c(N2CCN(CC(=O)Nc3ccc4c(c3)OCCO4)CC2)nc2ccccc21,3%,3%,1%,-1%,0%,4%,-12%,12%
COc1cccc(NC(=O)Cn2c(=O)n(Cc3nc(-c4ccccc4)no3)c(=O)c3ccccc32)c1,.,.,-2%,0%,?,.,18%,.
O=S(=O)(c1ccc2nc(Nc3ccc(Br)cc3F)ccc2c1)N1CCCCC1,.,.,1%,-1%,?,.,-5%,.
CCN(CC)C(=O)Cn1c(SCC(=O)Nc2ccc(C)c(C)c2)nc2ccccc21,.,.,7%,0%,0%,.,-4%,.
O=C1/C(=C/c2cccc(F)c2)CSc2sccc21,12%,2%,-1%,6%,0%,-15%,-3%,8%
CC(=O)c1c(C)[nH]c(-c2ccccc2)nc1=S,-4%,-7%,0%,-1%,-6%,-3%,?,0%
COC(=O)c1c(C)[nH]c(C(=O)/C=C/c2ccc(C)cc2)c1C,2%,-30%,-5%,-4%,2%,-5%,?,4%
Cc1cc(/C=C(/C#N)c2nc3ccccc3[nH]2)c(C)n1-c1ccccc1C(=O)O,.,-6%,9%,-3%,-1%,-3%,5%,68%[activator]
Cc1cc(=S)[nH]c(=S)[nH]1,6%,-3%,-4%,-6%,-4%,i,-7%,-10%
O=c1c2sc3ccccc3c2n(Cc2ccccc2Cl)c(=O)n1Cc1ccccc1,.,.,-9%,-10%,?,.,5%,.
COc1ccc(OC)c(NC(=O)C2C3CCC(C3=C(C)C)C2C(=O)O)c1 (centres undefined),-5%,-15%,4%,2%,8%,-4%,-15%,-17%
CC(=O)/C(=C\Nc1ccc(OCc2ccccc2)cc1)c1ccccc1,10%,?,0%,-1%,10%,1%,?,4%
Cc1cccc(NC(=O)CSc2nncn2-c2ccccn2)c1,.,10%,-12%,-1%,-5%,-2%,-7%,5%
CCOc1ccc(S(=O)(=O)N2Cc3ccccc3CC2C(=O)Nc2ccc(NC(C)=O)cc2)cc1 (centres undefined),.,.,4%,-12%,-8%,.,3%,.
O=C(CN1C(=O)c2cccc3cccc(c23)C1=O)N1CCCCCC1,7%,?,0%,-2%,-1%,-5%,-1%,8%
CC(C)Oc1ccc2c3c(c(=O)oc2c1)CCC3,9%,?,6%,2%,6%,-6%,-6%,-3%
COc1ccc(NC(=O)c2c(C)oc3ccc(O)c(CN4CCCC(C)C4)c23)cc1 (centres undefined),.,.,-1%,-1%,-2%,.,-10%,.
CCC(=O)OCCCCCCOc1ccc(C(=O)O)cc1,6%,3%,-8%,-1%,-4%,0%,-13%,9%
COc1ccc(NC2=CC(=O)CC(c3ccccc3)C2)cc1 (centres undefined),-3%,-8%,9%,-3%,-3%,i,-7%,19%
CCOc1ncccc1C(=O)OCC(=O)c1cc(OC)c(OC)c(OC)c1,.,-2%,-6%,-1%,-2%,i,0%,1%
COc1ccc(-c2cc(C(F)(F)F)n3nc(C(=O)N4CCCCC4)cc3n2)cc1,6%,?,10%,0%,6%,0%,-18%,3%
